POLI inh = DNA polymerase iota (human) inhibition; AID 588590; Potency, µM (top dose mostly 115 µM), for the others: at the highest dose activity, negative = inhibition, most hits filed as inhibitors; Pol iota fluorescent replication assay, 10 min; Q9UNA4; actives 1% (n = 390,000); further: potency means the concentration at half of the fitted maximal effect
Target sequence (Q9UNA4 whole entry, looked up): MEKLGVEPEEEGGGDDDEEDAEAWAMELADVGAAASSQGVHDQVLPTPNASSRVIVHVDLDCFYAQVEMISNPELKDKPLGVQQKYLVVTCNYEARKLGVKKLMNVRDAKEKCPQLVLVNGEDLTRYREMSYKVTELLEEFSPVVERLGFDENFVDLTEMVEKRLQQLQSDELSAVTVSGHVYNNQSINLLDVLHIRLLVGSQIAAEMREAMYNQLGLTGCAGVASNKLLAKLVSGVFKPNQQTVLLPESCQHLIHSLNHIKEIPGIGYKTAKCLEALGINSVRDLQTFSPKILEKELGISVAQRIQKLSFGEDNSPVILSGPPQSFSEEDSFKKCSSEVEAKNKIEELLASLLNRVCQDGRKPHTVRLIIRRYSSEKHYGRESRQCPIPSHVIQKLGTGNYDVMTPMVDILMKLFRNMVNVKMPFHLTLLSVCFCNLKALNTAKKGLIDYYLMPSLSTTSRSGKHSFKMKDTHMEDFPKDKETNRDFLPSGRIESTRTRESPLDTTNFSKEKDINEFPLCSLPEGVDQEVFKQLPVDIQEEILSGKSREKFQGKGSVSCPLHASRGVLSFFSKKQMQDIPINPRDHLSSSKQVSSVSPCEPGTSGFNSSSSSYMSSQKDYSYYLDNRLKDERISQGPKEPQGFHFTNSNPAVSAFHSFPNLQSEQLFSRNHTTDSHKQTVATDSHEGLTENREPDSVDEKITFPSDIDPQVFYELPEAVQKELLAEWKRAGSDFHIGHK
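Pol iota at 10 nM preincubated 15 min with compounds at room temperature; reaction started with fluorescent substrate, 50 nM final. Fluorescence read kinetically at 0 and 10 min; buffer-only wells as negative control.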
ERG Ets-DNA blk = inhibitors of human ERG Ets domain-DNA interaction | Potency, µM (top dose mostly 76.9 µM), for inactives: at the top dose FP activity, negative = inhibition, usual class: inhibitors | P11308 | fluorescence polarization, His-ERG Ets domain / labelled DNA | actives 0.028% (n = 370,000); active means well fitted inhibition curve with a large enough effect in the polarisation, with a control signal flat; inconclusive means small, poorly fitted or top-dose-only effect, or effect the other way, or a change in a side signal; inactive means no such curve, though single readings can be large or run the other way; the % refers to the polarisation;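 further: polarization taken with two DNA probes labelled with fluorescein and Texas red; potency means the concentration at half of the fitted maximal effect; % of control where 0% means no effect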
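His-tagged ERG Ets domain (1 uM in the protein solution; 300mM KCl, 50mM Tris-HCl, 1mM EDTA, 1mM DTT, pH 7.5) received compound, then a probe mix of 5 nM fluorescein-DNA and 100nM Texas-615-DNA. Fluorescence polarization was read for both dyes.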
TRHR ag = TRH receptor (human) agonism | P34981 | TRHR cells, calcium flux fluo-8, FDSS agonist mode | activation, % at 2 µM | actives 0.18% (n = 360,000) | AID 493084; in the data active means activation above about 30%; further: 0% is about no effect
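Fluo-8-loaded TRHR cells; 10 s baseline, compound added, kinetic Ca2+ fluorescence read 1/s, agonist mode.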
Pol beta inh = blocks human DNA polymerase beta activity; actives 1.3% (n = 340,000); Potency, µM (highest dose often 114 µM), inactives show at the top dose activity change, negative = inhibition, usual class: inhibitors; Pol beta primer extension/strand displacement, fluorescence kinetic; further: potency means the concentration at half of the fitted maximal effect; on the % scale 0 is the no-effect control and ±100 the full control effect
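Human Pol beta at 10 nM; strand-displacement substrate 50 nM final. Compound exposure 15 min at room temperature before start, reaction 10 min at room temperature.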
Anesthetic bind = binds horse apoferritin like a general anesthetic; apoferritin/1-aminoanthracene competitive binding, fluorescence; Potency, µM (highest dose often 77.5 µM), for the others: top-dose activity change, negative = displacement, usual class: inhibitors; actives 0.074% (n = 350,000); further: potency means the concentration at half of the fitted maximal effect; on the % scale 0 is the no-effect control and ±100 the full control effect; nearly all actives have a fitted effect of over 20% in size
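Read-out: endpoint 1-AMA fluorescence, excitation 380 nm and emission 535 nm, after compounds sit 10 min at room temperature with 10 uM horse-spleen apoferritin in 50% saturated 1-AMA/PBS. Values come from four-parameter Hill fits.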
ALOX12 inh = ALOX12 (human) lipoxygenase inhibition; P18054; purified 12hLO, xylenol orange hydroperoxide absorbance; Potency, µM (top dose mostly 108 µM), for the others: top-dose activity change, negative = inhibition, hits mostly inhibitors; actives 1.1% (n = 580,000); AID 1671190; further: potency means the concentration at half of the fitted maximal effect; on the % scale 0 is the no-effect control and ±100 the full control effect
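Hydroperoxide product was detected by ferrous iron/xylenol orange as the 573 to 405 nm absorbance ratio. Arachidonic acid at 40 uM (final) was turned over for 30 min at room temperature by 150 nM human 12hLO, pH 7.0 Hepes buffer, after 15 min compound preincubation.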
Pol kappa inh = inhibitors of human DNA polymerase kappa; Q9UBT6; actives 0.53% (n = 400,000); purified Pol kappa, fluorescent DNA synthesis assay, 10 min; Potency, µM (doses to about 107 µM), for inactives: at the highest dose activity, negative = inhibition, most hits filed as inhibitors; further: potency means the concentration at half of the fitted maximal effect; on the % scale 0 is the no-effect control and ±100 the full control effect
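Kinetic fluorescence screen: compound preincubated 15 min RT with 10 nM enzyme; 50 nM substrate (final) initiates; reads at 0/10 min.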
BLM helicase inh = blocks DNA unwinding by human BLM helicase. Potency, µM (top dose mostly 56.1 µM), inactives show at the top dose activity change, negative = inhibition, hits mostly inhibitors. P54132. actives 0.2% (n = 350,000). recombinant BLM DNA unwinding, fluorescence dequenching;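 further: potency means the concentration at half of the fitted maximal effect; plate controls were vehicle for no effect and no enzyme for full effect; nearly all actives have a fitted effect of over 35% in size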
APE1 inh = APE1 (human) endonuclease inhibition; Potency, µM (highest dose often 65.8 µM), for the others: at the top dose activity change, negative = inhibition, most hits filed as inhibitors; actives 0.35% (n = 350,000); recombinant APE1, TAMRA/BHQ-2 abasic DNA cleavage fluorescence; P27695; AID 2517;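 further: potency means the concentration at half of the fitted maximal effect; plate controls were vehicle for no effect and reference inhibitor for full effect; nearly all actives have a fitted effect of over 55% in size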
Target sequence (P27695 whole entry, looked up): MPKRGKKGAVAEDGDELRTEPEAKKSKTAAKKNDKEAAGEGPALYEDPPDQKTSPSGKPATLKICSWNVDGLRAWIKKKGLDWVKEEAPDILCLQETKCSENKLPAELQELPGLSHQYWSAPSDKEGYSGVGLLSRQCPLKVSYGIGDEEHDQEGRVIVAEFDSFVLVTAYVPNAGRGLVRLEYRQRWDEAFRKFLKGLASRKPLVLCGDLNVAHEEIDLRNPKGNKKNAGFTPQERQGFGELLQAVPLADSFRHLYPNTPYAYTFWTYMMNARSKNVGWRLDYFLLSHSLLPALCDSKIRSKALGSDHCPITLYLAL
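Endonuclease cleavage of a quenched abasic-site DNA duplex (50 nM) by APE1 (0.75 nM) was tracked by TAMRA dequenching. Compounds were preincubated with enzyme 15 min at room temperature; data normalized to buffer-only and DMSO wells plus NSC13755 control.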
The depositor's hits bear a star; u = inconclusive; x = no result given; [ ] = another dose, or the depositor's remark. Unless noted, the call rests on the fitted dose curve; in most records, active means well fitted curve in the direction sought with a large enough effect; inconclusive means small, poorly fitted or top-dose-only effect, or another doubt; inactive means no such curve, though single readings can be large; an effect the other way counts as inactive or inconclusive. This is a subset; rates above refer to the full screens.

Order of values – POLI inh	ERG Ets-DNA blk	TRHR ag	Pol beta inh	Anesthetic bind	ALOX12 inh	Pol kappa inh	BLM helicase inh	APE1 inh
O=C(NC1CCCc2c1cnn2-c1cc(F)cc(F)c1)c1ccc[n+]([O-])c1 (stereo not given)
  -4%	-8%	0.6	34%	-1%	-10%	-7%	0%	22%
Cc1cc(C)c(C)c(SCC(=O)Nc2oc(C)c3c(C)n[nH]c(=O)c23)c1C
  28%	-3%	-1.1	x	x	25µM*	-20%	x	-14%
CCOCCN(C(=O)c1ccccc1Cl)c1ccccc1
  -6%[58.9 µM]	0%	-0.2	0%	-7%	0%	-9%	-2%	3%
CSc1ccccc1NC(=S)Nc1cc(C)cc(C)c1
  3%	-5%	-0.4	-11%	-10%	0%[57.4 µM]	-11%	-4%	-3%
Cc1c(Cl)cccc1NC(=S)NCCN1CCOCC1
  9%	10%	0.6	66%	1%	-15%	0%	1%	9%
O=C(c1ccc([N+](=O)[O-])o1)N1CCN(Cc2ccccc2)CC1
  u	6%	0.4	-18%	-7%	12%	-10%	-1%	8%
Cc1ccc(C(C)n2cc(C(=O)NCc3ccncc3)nn2)cc1 (stereo not given)
  7%	-2%	0.1	45%	u	3%	-23%	2%	-2%
COc1ccc(CCN2C(=O)N(c3ccc(OC)cc3)C(=O)C2CC(=O)Nc2ccc(OC)cc2)cc1 (stereo not given)
  41%[activator]	10%	-0.5	-14%	-9%	11%	-10%	-14%	9%
Cc1cccc(-c2nc(SCCCOc3cc(C)c(Cl)c(C)c3)n3[nH]c(=O)cc3n2)c1
  -11%	5%	-0.1	8%	0%	-6%	-2%	-5%	x
CCOc1ccc(C(=O)c2oc3ccccc3c2NC(=O)c2cc(-c3ccc(Cl)cc3)on2)cc1
  16%	6%	0.1	10%	6%	-1%	-1%	-3%	x
CCOCC(=O)Nc1c(C(=O)OCC)oc2ccccc12
  13%	-11%	-0.7	-1%	-10%	5%	-1%	-5%	0%
CC12CC3CC(C)(C1)CC(C(=O)NNC(=O)c1ccncc1)(C3)C2
  6%	-1%	0.2	-11%	-11%	0%	14%	2%	16%
Cc1ccc(S(=O)(=O)N2CCCC2C(=O)NCc2ccc3c(c2)OCO3)cc1 (stereo not given)
  38%[activator]	-1%	-1.4	32%	-3%	0%	-23%	2%	-5%
Cc1ccccc1-n1nc2c(c1NC(=O)COc1ccc(Cl)cc1)CS(=O)C2 (stereo not given)
  29%	2%	1.5	-12%	-11%	u	-4%	-4%	18%
O=C(Nc1c2c(nn1-c1ccccc1)CS(=O)(=O)C2)c1cccs1
  4%	10%	-0.2	6%	-5%	-7%	-16%	1%	-17%
Cc1nn(C)cc1N1C(=O)c2cccc3c(N)ccc(c23)C1=O
  u	u	172*	-16%	276%[activator]	69%[activator]	-12%	4%	-14%
CCOC(=O)C1CCN(Cc2cccc(OCc3ccccc3)c2)CC1
  -5%	-9%	-1.0	12%	-12%	-59%	-2%	-5%	-5%
CCCC(=O)Nc1cc2c3c(c1)C(C)C(=O)N3CCC2 (stereo not given)
  13%	7%	0.8	5%	8%	0%	-8%	-3%	-6%
O=C(CCNc1n[nH]c(=O)[nH]c1=O)N/N=C\c1ccc(Br)cc1
  9%	-5%	0.4	-11%	-8%	5%	-15%	-1%	2%
COCCn1c(=O)[nH]c2cc(C(=O)N3CCN(Cc4ccc5c(c4)OCO5)CC3)ccc2c1=O
  3%	-1%	x	x	x	0%	-7%	x	x
COc1ccc(NC(=O)NN2CCN(C)CC2)c(OC)c1
  11%	2%	4.5	1%	-10%	-4%	-14%	-2%	16%
CN(C)S(=O)(=O)N1CCc2ccccc21
  7%	4%	0.0	30%	-16%	8%	-26%	-2%	12%
Brc1ccc(-c2nnc3n2C2(CCCC2)Cc2ccccc2-3)o1
  -2%	-2%	0.1	-3%	-14%	0%	-5%	0%	-4%
CCOC(=O)C1CN(S(=O)(=O)c2ccc(C)cc2)c2cc(S(=O)(=O)CC)ccc2O1 (stereo not given)
  5%	-11%	0.1	1%	-19%	0%	-6%	-2%	-1%
CC(=O)c1c(C)[nH]c(C(=O)CN2C(=O)NC(C)(c3ccc4c(c3)OCCO4)C2=O)c1C (stereo not given)
  14%	11%	1.2	x	x	-15%	-13%	x	27%
COc1cccc(C2C3=C(CC(C)(C)CC3=O)OC(N)=C2[N+](=O)[O-])c1 (stereo not given)
  3%	-2%	-0.3	43%	-14%	-24%	-13%	-1%	-1%
O=C(CN1CCC(C(=O)c2ccc3c(c2)OCCO3)CC1)Nc1ccccc1C(F)(F)F
  38%[activator]	9%	0.3	13%	0%	-1%	-2%	-9%	31%[12.4 µM]
CCOC(=O)C1=C(COC(=O)/C=C/c2cccc([N+](=O)[O-])c2)NC(=O)NC1C (stereo not given)
  8%	-4%	-0.1	x	x	-7%	0%	x	42%
Cn1ncc(Cl)c1C(=O)N1CCN(C23CC4CC(CC(C4)C2)C3)CC1
  u	u	0.3	5%	-5%	-3%	-9%	-1%	-2%
CCN1C(=O)c2ccccc2S(=O)(=O)c2ccc(C(=O)NCc3ccc(C)cc3)cc21
  -5%	-3%	0.4	8%	6%	-20%	-9%	-8%	x
CC(=O)c1ccc(N2CCN(C(=S)Nc3cccc(Cl)c3)CC2)cc1
  20%	3%	-0.2	19%	4%	10%	8%	0%	-7%
O=C(Cc1cccs1)NCc1ccccc1Br
  7%	15%	0.1	15%	-1%	10%	19%	-1%	-11%
Cc1ccc(S(=O)(=O)NCc2ccc(C(=O)NCCc3ccc(S(N)(=O)=O)cc3)cc2)cc1
  32µM*	13%	-0.6	u	-3%	0%	-13%	-16%	32%
CC(=O)Oc1ccc2oc(=O)c3c(c2c1)CCCN3C(=O)CN1CCOCC1
  6%	1%	1.0	0%	-3%	-5%	1%	-3%	15%
CC(C)Oc1ccc(C(=O)NCC(c2ccc(N(C)C)cc2)N2CCCC2)cc1 (stereo not given)
  19%	5%	-0.3	0%	-5%	u	-14%[60.1 µM]	1%	x
COc1ccc2oc(C(=O)N3CCc4ccccc43)c(C)c2c1
  19%	-6%	1.1	42%	-1%	195%[activator]	3%	-9%	4%
O=C(Nc1ccc(Nc2ccccc2)cc1)c1ccc(Cl)cc1
  4%	-7%	x	x	x	u	1%	x	x
CC(Sc1nnc(Cc2cccs2)n1C1CCCCC1)C(=O)N1CCc2ccccc21 (stereo not given)
  u	-6%	-0.1	0%	-20%	94%[activator]	0%	-4%	-2%
COc1ccc(Nc2oc(COc3ccc(Cl)cc3)nc2C#N)cc1
  31%[activator]	0%	-0.4	u	u	3%	-22%	-16%	-10%
COC(=O)COc1ccc(Oc2nc(NC(C)(C)C)nc(N(C)C)n2)nn1
  -15%	-5%	0.1	-13%	-1%	-15%	-10%	0%	x

Complete entries from above. Screens in order: POLI inh, ERG Ets-DNA blk, TRHR ag, Pol beta inh, Anesthetic bind, ALOX12 inh, Pol kappa inh, BLM helicase inh, APE1 inh
O=C(CN1CCC(C(=O)c2ccc3c(c2)OCCO3)CC1)Nc1ccccc1C(F)(F)F is listed as 38%[activator], 9%, 0.3, 13%, 0%, -1%, -2%, -9%, 31%[12.4 µM]
CN(C)S(=O)(=O)N1CCc2ccccc21 is listed as 7%, 4%, 0.0, 30%, -16%, 8%, -26%, -2%, 12%
COc1cccc(C2C3=C(CC(C)(C)CC3=O)OC(N)=C2[N+](=O)[O-])c1 (stereo not given) is listed as 3%, -2%, -0.3, 43%, -14%, -24%, -13%, -1%, -1%
CC(Sc1nnc(Cc2cccs2)n1C1CCCCC1)C(=O)N1CCc2ccccc21 (stereo not given) is listed as u, -6%, -0.1, 0%, -20%, 94%[activator], 0%, -4%, -2%

(more compounds)
Order of values – POLI inh	ERG Ets-DNA blk	TRHR ag	Pol beta inh	Anesthetic bind	ALOX12 inh	Pol kappa inh	BLM helicase inh	APE1 inh
CCOc1ccc(NC(=O)CSc2nc(NS(=O)(=O)c3ccc(C)cc3)cc(=O)[nH]2)cc1
  22µM*	-9%	-0.5	3%	u	-24%	40µM*	-10%	13%
O=C(Nc1ccc(CN2CCOCC2)cc1)c1cc2ccccc2o1
  29%	x	0.6	-23%	6%	11%	-4%	-7%	-3%
CCN1CCN(S(=O)(=O)c2ccc(OC)c(NC(=O)c3ccccc3F)c2)CC1
  18%	-7%	0.1	x	x	-2%	0%	x	13%
CCS(=O)(=O)c1nc(S(=O)(=O)c2ccc(Cl)cc2)c(N2CCCC2)s1
  -6%	-4%	-0.2	15%	-20%	-6%	-21%	-1%	62%[activator]
Cc1ccc(NC(=O)Cn2cc(S(=O)(=O)N3CCC(C)CC3)c3ccccc3c2=O)c(Br)c1
  3%	4%	1.3	2%	-2%	-28%	1%	-7%	x
CC(C)(C)NC(=O)C(=O)NN=C1CCCCCC1
  71%[activator]	3%	-0.1	-1%	-9%	3%	-4%	0%	-2%
CCC(C)(C)C(=O)Nc1ncc(S(=O)(=O)c2ccc([N+](=O)[O-])cc2)s1
  4%	6%	3.9	2%	u	u	-20%	-6%	-4%
CCN(CC(=O)Nc1cc(C)c(Cl)cc1OC)CC(=O)NC1CCS(=O)(=O)C1 (stereo not given)
  -1%	13%	-0.7	-1%	-6%	0%	-3%	0%	-2%
COc1ccc(N2CC(C(=O)Nc3ccc(S(=O)(=O)Nc4nccs4)cc3)CC2=O)c(OC)c1 (stereo not given)
  u	0%	0.5	x	x	220%[activator]	u	x	14%
